Source: PubChem BioAssay (The Scripps Research Institute Molecular Screening Center)
GalR3 antag – blocks the human galanin receptor 3; O60755; HEK293 GalR3-CNG cAMP membrane potential fluorescence; galR3 body fused to GalR1 C-terminus; inhibition, % at 3 µM; hit rate 0.44% among 360,000; AID 651719;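 active means inhibition above the screen-wide average plus 3 SD, cut at about 13% in these data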;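 further: forskolin and galanin both at EC90 stimulate the cells; cAMP rise reported by CNG channel membrane potential dye signal; 0% = forskolin plus galanin with DMSO and 100% = forskolin alone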
Target sequence (O60755 1-299 limits assumed): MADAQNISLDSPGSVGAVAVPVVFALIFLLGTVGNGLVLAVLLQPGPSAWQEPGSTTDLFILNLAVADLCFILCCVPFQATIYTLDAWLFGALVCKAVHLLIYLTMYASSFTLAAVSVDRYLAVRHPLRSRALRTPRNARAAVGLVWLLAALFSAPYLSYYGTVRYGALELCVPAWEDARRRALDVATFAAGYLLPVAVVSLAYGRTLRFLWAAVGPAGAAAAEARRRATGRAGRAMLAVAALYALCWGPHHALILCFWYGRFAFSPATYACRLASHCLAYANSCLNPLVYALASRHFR
* marks the source's active call; other numbers are inactive results. A portion of the library (hit frequency here may not be typical).

SMILES	GalR3 antag
Nc1[nH]c(C(=O)c2ccccc2)c(-c2cccc3ccccc23)c1C(=O)NC1CCCCC1	-6
COc1ccc(C(=O)N(C)[C@H]2C[C@H]3c4[nH]c5ccccc5c4CCN3C[C@H]2[C@H](C)O)cc1	-6
COc1ccc(NC(=O)c2cccc3c(-c4cnn(C)c4)coc23)cc1	-7
COc1ccc(N2CCN(C(=O)c3cc(S(=O)(=O)N4CCCCCC4)ccc3OC)CC2)cc1	-5
COc1ccc2c(CC(=O)Nc3ccc4nc(N5CCOCC5)sc4c3)coc2c1	-6
COc1cccc(-c2nc(-c3cccc(C)c3)nc3cc(Cl)ccc23)c1	-4
CN(C)CCC(O)(c1ccccc1)c1ccccc1Cl (stereo unspecified)	-6
O=C(COC(=O)CSc1ccccc1)NC1CCS(=O)(=O)C1 (stereo unspecified)	-1
CCOC(=O)C1(C)CCCN(C(=O)CCc2ccccc2)C1 (stereo unspecified)	-6
O=c1[nH]c2cc([N+](=O)[O-])cc(Cl)c2c2ccccc12	-3
O=C(c1ccc2c(=O)n3c(nc2c1)CCC3)N1CCN(S(=O)(=O)c2ccccc2Br)CC1	-4
CC1(C(=O)NS(=O)(=O)Cc2cccc(Cl)c2)CCN1C(=O)Cc1ccc(Cl)cc1Cl (stereo unspecified)	0
O=S(=O)(NCc1ccncc1)c1ccc(F)c(F)c1	-9
CNc1cncc(-c2cccc(C(=O)NC3CC3)c2)n1	-6
COc1ccc(NC(=O)C2Cc3c(-c4cccc(C(N)=O)c4)ccnc3O2)cn1 (stereo unspecified)	-5
O=C(CNC(=O)N1CC(=O)Nc2ccccc21)Nc1ccc(Br)cc1F	-8
COC(=O)[C@@]12C[C@@H](CC(=O)NCc3ccccc3)C(=O)N(CCc3ccc(OC)c(OC)c3)C1=CCC(C)(C)C2	2
N#CC1C(=O)NC(=O)C(C#N)C12CCCc1sccc12 (stereo unspecified)	-8
CCC(=O)OCOc1ccc(/C=C2/CCC(CN(C)C)C2=O)cc1 (stereo unspecified)	-1
COCCNC(=O)C1(C)CCCN(C(=O)c2cc(C)on2)C1 (stereo unspecified)	-3
Cc1cc2c(=Cc3ccc(N(C)C)cc3)c3ccccc3n2[n+]1C	1
COc1cc(Cl)ccc1OC1(C)CCN(Cc2ccc(SC)cc2)C1 (stereo unspecified)	-9
Cc1ncccc1C(=O)N1CCCC(c2cc(C(=O)Nc3ccc(C(C)(C)C)cc3)no2)C1 (stereo unspecified)	-6
O=C(NCc1ccccc1)/C(=C\c1ccc(F)cc1)NC(=O)c1ccco1	-6
COC(=O)c1cc2c(c3c4cc(F)ccc4n(S(=O)(=O)c4ccc(C)cc4)c13)C(=O)N(Cc1ccccc1)C2	-6
Cc1cc(=O)c(C(=O)Nc2cccc(C(=O)NC3CC3)c2)nn1-c1ccccc1	1
COCCCNC(=O)c1csc([C@@H]2C[C@H](O)[C@@H](CO)O2)n1	1
CC(C)(C)NC(=O)C(c1ccncc1)n1c(=O)c(-c2ccccc2)nc2ccccc21 (stereo unspecified)	-8
COc1cccc(Nc2nc(C(N)C(C)C)cs2)n1 (stereo unspecified)	-3
C/C=C/c1cccc(-c2nc(C(=O)NC3CCCC3)cc3c2[C@@H](CCO)N(S(=O)C(C)(C)C)C3)c1 (stereo partly specified)	-7
Cc1ccc(S(=O)(=O)C[C@@H]2OC[C@H](CO)N2S(=O)(=O)c2ccc(C)cc2)cc1	-7
C=CCSc1nnc(NC(=O)c2ccc3c(c2)OCCO3)s1	-6
CCN(CCc1ccccc1)c1ccc2c(c1)C1CC2CCN1C(=O)OCc1ccccc1 (stereo unspecified)	-6
Cc1ccc(S(=O)(=O)N[C@@H](C)CO)cc1	-7
COC(=O)/C=C1\OCc2ccccc21	-3
O=[N+]([O-])c1cc(-c2cccnc2)n[nH]1	-5
COc1cc(CNc2ncnc3c2ncn3[C@H]2CN(Cc3ccc(-c4ccccc4)cc3)C[C@@H](CO)O2)cc(OC)c1OC	-10
CC1(C(=O)NS(=O)(=O)Cc2ccccc2)CCN1C(=O)Cc1ccccc1Cl (stereo unspecified)	-3
O=C(C#Cc1ccccc1)c1ccccc1	-2
COc1ccc(C2CC(=O)Oc3cc(OC)ccc32)cc1 (stereo unspecified)	-6
Cc1ccc(C(=O)Nc2nc(C(N)C(C)C)cs2)cc1 (stereo unspecified)	-7
CC(C1SC(=S)NC1=O)C1SC(=S)NC1=O (stereo unspecified)	-6
CCCCNC(=O)C[C@@H]1C[C@@]2(C(=O)OC)CCCCC=C2N(Cc2ccc(Cl)cc2Cl)C1=O	-7
CN1CCN(C(=O)C[C@@H]2CC[C@@H]3[C@H](COC[C@@H](O)CN3Cc3cccc(Cl)c3)O2)CC1	-4
Cc1n[nH]c(C)c1S(=O)(=O)N1CCN(S(=O)(=O)c2cccc(F)c2)CC1	-2
COc1cccc(CNC(=O)[C@H]2CCCN2C(=O)[C@H]2CCCN2C(=O)c2cccc(F)c2)c1	-3
C[C@@H]1CN([C@@H](C)CO)C(=O)CCCn2nncc2CO[C@@H]1CN(C)C(=O)Nc1ccnc(N2CCOCC2)c1	-1
C=CS(=O)(=O)c1c2cc(OC)ccc2nc2ccc(OC)cc12	-5
CC(C)CC1C(=O)N(Cc2cn(CCC3OCCCO3)nn2)CCS(=O)(=O)N1Cc1ccc(-c2cccc(CO)c2)cc1 (stereo unspecified)	-4
Cc1[nH]c2ccccc2c1CC(=O)Nc1ccc(Nc2cccnc2)c(-c2cccc(Cl)c2)c1	-2
Cc1ccc([C@H]2C[C@@H](n3cc(C4CC4)nn3)[C@H](O)CN2C(=O)C2CCCCC2)cc1	-7
COc1ccc(C(=O)N2CCCC(C)(C(=O)NS(=O)(=O)C3CC3)C2)cc1 (stereo unspecified)	-5
COc1ccc(C)cc1N1CC(C(=O)Nc2cccc(C(=O)NC3CC3)c2)CC1=O (stereo unspecified)	-6
O=C(Nc1cc(S(=O)(=O)N2CCOCC2)ccc1N1CCCC1)c1ccccc1F	-6
CCCOc1ccc(F)cc1-c1cc(C(=O)NCCOC)[nH]n1	-8
O=C(O)C1CCCCC1C(=O)Nc1ccc(S(=O)(=O)N2CCOCC2)cc1 (stereo unspecified)	-3
C=CCN(CC=C)Cc1cc(=O)oc2ccccc12	-4
OCC1OCOC2C(CO)OCOC12 (stereo unspecified)	2
Cc1ccc(S(=O)(=O)N2C[C@H]3C(=O)C[C@@H](c4ccccc4)N(S(=O)(=O)c4ccc(C)cc4)[C@H]3C[C@H]2c2cccc(C)c2)cc1	-5
COc1cc(OC)c(C(=O)Nc2cc(S(=O)(=O)N3CCOCC3)ccc2N2CCN(C)CC2)cc1OC	-1

Other results
SMILES	GalR3 antag
CCOC(=O)Cn1c2c(n(-c3ccc(F)cc3)c1=O)C=C(c1ccccc1)[C@@H](C)C(C(=O)N(C)C1CCCCC1)=C2	-8
CCC1NC(=O)c2cc3ccccc3cc2-n2c1nc1cc(OC)c(OC)cc1c2=O (stereo unspecified)	-3
COc1cccc(CN(C)C(=O)c2ccc(S(=O)(=O)Nc3cccc(C)c3C)cc2)c1OC	-2
CCCNC(=O)C1(C)CCN(Cc2cc(-c3ccccc3)on2)C1 (stereo unspecified)	-5
COc1ccc(Cn2c(C)c(CC(=O)Nc3ccc(Oc4cccnc4)c(C)c3)c3ccccc32)cc1	-6
S=c1[nH]cc2cnccn12	-5
COc1ccccc1/C=C/C(=O)OCC(=O)Nc1nnc(-c2ccccc2)o1	-7
COC(=O)C1=C(C)N(C)C(=NCc2ccc3c(c2)OCO3)NC1c1ccc(Cl)cc1 (stereo unspecified)	-8
CCOC(=O)C1=NN2C(O)C3(C)CC(C(=O)OCC)=NN3C(O)C2(C)C1 (stereo unspecified)	-4
COc1ccc(NC(=O)c2ccc3c(c2)CCN3S(C)(=O)=O)cc1	-3
COc1ccc(C2CCc3cc4c(cc3C2=NOC(C)=O)OCO4)cc1OC (stereo unspecified)	-2
CCOC(=O)N1CCN(C(c2ccnc3ccccc23)c2nnnn2-c2ccc3c(c2)OCCO3)CC1 (stereo unspecified)	-7
COc1ccccc1CNc1nc(NCC2CC2)nc2ccsc12	-6
COC(=O)C1=CN(c2c(C)cc(C)cc2C)C(N)=C(C#N)C1c1cccc(F)c1 (stereo unspecified)	-7
Cc1ccc(C(=O)OCC(=O)Nc2ccc(C)c(S(=O)(=O)N3CCCCC3)c2)o1	-4

Nothing new here: 6 of the compounds above.
SMILES	GalR3 antag
CCOC(=O)Cn1c2c(n(-c3ccc(F)cc3)c1=O)C=C(c1ccccc1)[C@@H](C)C(C(=O)N(C)C1CCCCC1)=C2	-8
CCC1NC(=O)c2cc3ccccc3cc2-n2c1nc1cc(OC)c(OC)cc1c2=O (stereo unspecified)	-3
COc1cccc(CN(C)C(=O)c2ccc(S(=O)(=O)Nc3cccc(C)c3C)cc2)c1OC	-2
CCCNC(=O)C1(C)CCN(Cc2cc(-c3ccccc3)on2)C1 (stereo unspecified)	-5
COc1ccc(Cn2c(C)c(CC(=O)Nc3ccc(Oc4cccnc4)c(C)c3)c3ccccc32)cc1	-6
S=c1[nH]cc2cnccn12	-5

(more compounds)
SMILES	GalR3 antag
Cc1c(C(=O)NCc2ccccc2CN2CCCC2)oc2ccccc12	-3
CC1(C(=O)Nc2cccc(C#N)c2)CCN1C(=O)C1(c2ccccc2)CC1 (stereo unspecified)	-7
COc1ccccc1Cc1c(-c2ccc(C)cc2)nc2ccc(Cl)cn12	-2
CCn1nc(C(=O)Nc2ccc3c(c2)OCCO3)c2ccccc2c1=O	-3
CCOC(=O)C1CCCN(C(=O)c2ccc(Cl)c(S(=O)(=O)N3CCc4ccccc43)c2)C1 (stereo unspecified)	-7
Cc1ccc(S(=O)(=O)N2C[C@@H](C)[C@]3(C2)[C@H](O)[C@H](OC(=O)Nc2cccs2)C[C@H]2C(=O)N(c4ccccc4)C(=O)[C@H]23)cc1	-6
CN(Cc1ccccc1)C(=O)c1cccc(NC(=O)Cc2ccc(NC(=O)C3CCCN(C(=O)C4CCCC4)C3)cc2)c1 (stereo unspecified)	-7
COC(=O)Cc1nnn2c1[C@H](C)[C@H](C(C)(C)C)OCC2	-2
CC1(C(=O)NS(=O)(=O)c2ccc(Cl)s2)CCN1C(=O)Cc1ccccc1Cl (stereo unspecified)	-7
O=S1(=O)CC(N2CCCC2)CN1CCc1ccccc1 (stereo unspecified)	-6
CCN(CC)CCNC(=O)c1ccc(NC(=O)c2ccc(S(=O)(=O)N(C)c3ccccc3OC)cc2)cc1	-6
CN1CCN(c2ccc(CNC(=O)C3Cc4c(-c5ccccc5)ccnc4O3)cc2)CC1 (stereo unspecified)	-6
CSc1ncccc1C(=O)OCC(=O)N(C)Cc1ccc(C)cc1	-3
COc1ccc(S(=O)(=O)N2CCCCC2c2cc(C(=O)NCc3ccc(F)cc3)no2)cc1 (stereo unspecified)	-7
COCCN1C[C@@H](CO)O[C@@H](n2cnc3c(NCCO)ncnc32)C1	-7

Some of these compounds in order of SMILES length, rising:
SMILES	GalR3 antag
CSc1ncccc1C(=O)OCC(=O)N(C)Cc1ccc(C)cc1	-3
COCCN1C[C@@H](CO)O[C@@H](n2cnc3c(NCCO)ncnc32)C1	-7
CC1(C(=O)Nc2cccc(C#N)c2)CCN1C(=O)C1(c2ccccc2)CC1 (stereo unspecified)	-7
COc1ccc(S(=O)(=O)N2CCCCC2c2cc(C(=O)NCc3ccc(F)cc3)no2)cc1 (stereo unspecified)	-7

Further entries follow.
SMILES	GalR3 antag
Cc1ccc(Cc2c(-c3ccc(Cl)cc3)nc3ccc(Cl)cn23)cc1	-8
CC(C)(C)Cc1c(-c2ccc(Cl)cc2)nc2ccc(Br)cn12	-6
CC(C)(C)S(=O)(=O)N1Cc2cc(=O)n(Cc3ccccc3)c(CCO)c2[C@H]1CCO	-6
O=C(OCCO)c1c(-c2ccccc2)oc2c1C(OCCO)CCC2 (stereo unspecified)	-5
COc1ccc(NC(=O)COC(=O)Cc2cccs2)cc1Cl	-4
CC(=O)Nc1ccc(S(=O)(=O)N(C)CC(=O)Nc2nc3ccccc3[nH]2)cc1	0
CCOc1ccc(CCNC(=O)COC(=O)c2ccc(C)c(S(=O)(=O)N3CCOCC3)c2)cc1OCC	0
CCCSc1nc(N)nc2c1ncn2C1OC(CO)C(O)C1O (stereo unspecified)	0
C[C@@H]1NS(=O)(=O)c2c(F)cccc2O[C@@H]1c1ccccc1	-5
Cc1cccc(C)c1-n1nnnc1C1(C)CCC(=O)N1CCCn1ccnc1 (stereo unspecified)	-4
COC1=C(C)C(=O)C2=C(C1=O)C1C3CC4=C(C(=O)C(OC)=C(C)C4=O)C(CNC(=O)C(C)=O)N3C(C#N)C(C2)N1C (stereo unspecified)	-7
CC(=O)Nc1ccc(-c2ccnc3c2CC(C)(C(=O)Nc2cccc(C(F)(F)F)c2)O3)cc1 (stereo unspecified)	-2
CC(=O)N1CCC(C(=O)Nc2cc(S(=O)(=O)N3CCCCC3)ccc2C)CC1	-7
CC(=O)Nc1ccc(/C=N/NC(=O)CC2CCCCC2)cc1	-5
COc1ccc(NC(=O)N(C)C[C@H]2Oc3ccc(NS(=O)(=O)c4ccccc4)cc3C(=O)N([C@H](C)CO)C[C@@H]2C)cc1	-4
N#Cc1ccc2sn(-c3ccccc3)c(=O)c2c1	-6
Cc1cccc2sc(NC(=O)Cn3c(C)csc3=O)nc12	2
CCN(CC1CCCO1)C(=O)CCc1nnc(CCc2ccccc2)o1 (stereo unspecified)	-5
NC1=C(Cl)C(=O)c2ccccc2C1=O	-5
Cc1cccc(C)c1NC(=O)c1ccc(-c2cc(F)ccc2F)o1	-4
COCc1cc(N2CCN(C(=O)OC(C)(C)C)C[C@H]2C)ccc1N1CCN(Cc2ccccc2)[C@H](C)C1	-4
CCCNC(=O)N[C@H]1C=C[C@H](CC(=O)NC2CCCCC2)O[C@@H]1CO	2
O=C(CSc1ncnc2sccc12)Nc1ccc(S(=O)(=O)N2CCOCC2)cc1	-6
Nc1[nH][nH]c(=O)c1N=Nc1ccccc1	-6
